Screening results deposited in PubChem BioAssay by National Center for Advancing Translational Sciences (NCATS).
D1 potentiator = potentiators of human D1 dopamine receptor; P21728; HEK293 TREx D1 cells, calcium flux, dopamine EC20 potentiation; potentiation, % at 10 µM; 0.036% of 360,000 active; in the data active means potentiation above about 30%; further: 0% is about no effect
D1 antag = blocks dopamine activation of the human D1 receptor | HEK293 TREx D1 cells, calcium flux, dopamine EC80; active compounds read low | activity change, negative = inhibition, % at 10 µM | 3.2% of 360,000 active | AID 504652; in the data active means activity change below about -30%; further: on the % scale 0 is the no-effect control and ±100 the full control effect
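Antagonism measured as reduced calcium response to an EC80 dopamine addition following 180 s compound pre-read; cells were inducible HEK293 Trex D1 plated overnight at 30 C, read kinetically at 1 cycle/sec.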
TRHR agonist = activates the human TRH receptor; P34981; TRHR cells, calcium flux fluo-8, FDSS agonist mode; activation, % at 2 µM; 0.18% of 360,000 active; further: 0% is about no effect
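TRHR-expressing cells loaded with fluo-8 calcium dye; 23 nL library compound pin-transferred, kinetic FDSS fluorescence (Ex 480/Em 530) recorded about 180 s for agonist-induced calcium release, before a 10 nM TRH EC20 addition for potentiator mode.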
D2 PAM = positively modulates the human D2 dopamine receptor allosterically | HEK293 T-REx D2, calcium flux, EC20 dopamine potentiation | 0.34% of 340,000 active | P14416 | potentiation, % at 10 µM;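 active means potentiation over 3 SD above the plate norm, cut at about 30% in these data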; further: 0% is about no effect
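Using a no-wash calcium dye in inducible, force-coupled HEK293 Trex cells expressing D2, we tracked fluorescence each second for 180 s after compound, then for 180 s after EC20 dopamine to detect augmented signalling.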
D1 agonist = human D1 receptor agonism; AID 504660; HEK293 T-REx D1 cells, calcium flux, agonist mode; 1% of 360,000 active; activation, % at 2 µM; further: 0% is about no effect
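Inducible HEK293 T-REx D1 cells, force-coupled to calcium signalling, were plated at 4000 cells/well with tetracycline and held overnight at 30 C. After no-wash calcium dye loading, compound-evoked calcium rise over 180 s flagged agonists.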
D2 antagonist = antagonists of human D2 dopamine receptor; P14416; inhibition, % at 10 µM; 2% of 340,000 active; HEK293 TREx D2 cells, calcium flux, dopamine EC80; in the data active means inhibition above about 30%; further: 0% is about no effect
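Tetracycline-induced HEK293 TREx cells expressing D2 receptor forced-coupled to calcium signalling, loaded with no-wash calcium dye. Compounds added and calcium flux read 180 s, then dopamine added at EC80 and read a further 180 s.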
RXFP1 antagonist = blocks the human relaxin receptor RXFP1; 0.59% of 350,000 active; AID 1259400; HEK293-RXFP1, relaxin-stimulated cAMP HTRF, 30 min; active compounds read low; Q9HBX9; activity change, negative = inhibition, % at 57.5 µM;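 active means activity change of -60% or lower, but not beyond a set lower limit; inconclusive means change between -60% and -40%, or beyond the set limit; inactive means change above -40%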; further: on the % scale 0 is the no-effect control and ±100 the full control effect
Target sequence (Q9HBX9 whole entry, looked up): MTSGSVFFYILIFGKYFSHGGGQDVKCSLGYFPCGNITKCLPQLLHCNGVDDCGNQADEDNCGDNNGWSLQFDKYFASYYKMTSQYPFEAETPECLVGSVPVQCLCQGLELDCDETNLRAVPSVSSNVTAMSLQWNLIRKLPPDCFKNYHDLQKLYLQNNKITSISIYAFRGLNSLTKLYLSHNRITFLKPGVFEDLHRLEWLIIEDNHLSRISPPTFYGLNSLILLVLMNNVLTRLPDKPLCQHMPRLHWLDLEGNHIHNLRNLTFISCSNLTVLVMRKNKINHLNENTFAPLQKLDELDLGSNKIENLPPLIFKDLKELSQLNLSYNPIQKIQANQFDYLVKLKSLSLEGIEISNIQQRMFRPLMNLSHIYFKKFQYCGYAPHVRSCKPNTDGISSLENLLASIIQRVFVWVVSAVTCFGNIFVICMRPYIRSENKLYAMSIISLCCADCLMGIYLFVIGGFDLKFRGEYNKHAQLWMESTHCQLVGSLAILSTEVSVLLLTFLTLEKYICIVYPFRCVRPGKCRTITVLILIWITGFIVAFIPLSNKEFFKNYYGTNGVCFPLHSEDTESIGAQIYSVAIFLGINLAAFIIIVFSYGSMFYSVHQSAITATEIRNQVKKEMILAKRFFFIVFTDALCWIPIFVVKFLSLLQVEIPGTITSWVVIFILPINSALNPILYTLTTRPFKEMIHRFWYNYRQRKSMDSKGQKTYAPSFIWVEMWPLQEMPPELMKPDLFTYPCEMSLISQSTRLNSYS
D2 agonist = agonists of human D2 dopamine receptor | AID 485358 | 0.53% of 340,000 active | activation, % at 2 µM | HEK293 T-REx D2 cells, calcium flux agonist mode;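 active means activation over 3 SD above normal in the single-dose calcium agonist read, cut at about 30% in these data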; further: 0% is about no effect
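Agonism is scored from calcium flux in a force-coupled, inducible HEK293 cell line expressing D2, read kinetically for 180 s after compound addition against dopamine controls.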
TRHR enhancer = TRH receptor (human) allosteric enhancement | P34981 | TRHR cells, fluo-8 calcium fluorescence, EC20 TRH enhancement | enhancement, % at 2 µM | 0.66% of 360,000 active; in the data active means enhancement above about 30%; further: 0% is about no effect
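Enhancer read-out: after compound pinning and an initial kinetic agonist-mode read, an EC20 of TRH (10 nM final) was injected and fluo-8 calcium signal (Ex 480/Em 530) followed at 1 s/cycle for 100 cycles in TRHR-expressing cells.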
* marks the source's active call; other numbers are inactive results; u = inconclusive; x = no result given; & = joins results of further samples. Unless noted, no stated cut-off is given here; in the data, active means activation above about 30%; inactive means the rest. Hits appear at their usual frequency. Share with any hit: about 7.1%.

SMILES	D1 potentiator	D1 antag	TRHR agonist	D2 PAM	D1 agonist	D2 antagonist	RXFP1 antagonist	D2 agonist	TRHR enhancer
O=C(Cc1cccc(F)c1F)NC1CCCN(Cc2ccc(Cl)cc2)C1 (stereo not drawn)	0	11	0.2	-10	-2	-10	x	0.7	4
CC(C)[n+]1ccn(C2=C([O-])c3ccccc3C(=O)/C2=N\S(=O)(=O)c2ccccc2)c1	3	-3	-0.2	x	1	x	13	x	-6
O=C1[C@H]2[C@@H](c3ccc(Cl)cc3)N3C(=O)N(c4cccc(F)c4)C(=O)[C@@]3(Cc3ccccc3)[C@H]2C(=O)N1C1CCCCC1	-8	-20	0.6	-1	6	-4	x	0.0	2
COc1ccc(Cl)cc1NC(=S)NC(=O)c1ccco1	-3	22	-0.6	11	3	-11	5	0.8	-2
CCC(CC)COC(=O)C1=C(C)NC(=O)NC1c1ccc2c(c1)OCO2 (stereo not drawn)	-1	6	-0.4	-3	1	3	-17	0.0	7
CCOc1ccccc1C(=O)NCC(=O)NCC(c1ccco1)N1CCCCC1 (stereo not drawn)	-4	3	-0.6	-6	0	8	9	-0.4	-2
CCOc1ccccc1C1CC(c2ccc(Br)cc2)Nc2nc(N)nn21 (stereo not drawn)	5	2	0.0	19	6	10	x	-2.4	1
Cc1ccc(C)c(NC(=O)Cn2cc(C(=O)C3CC3)c3ccccc32)c1	8	7	0.5	3	5	12	-24	-1.7	-9
O=c1[nH]c2ccccc2nc1/C=C(\O)C1CC1	8	10	0.3	4	1	-7	-3	0.0	0
Cn1c(SC2CCCCC2=O)nnc1-c1ccncc1 (stereo not drawn)	-5	-3	0.2	0	3	19	33	0.3	0
CN(N)c1ccc2c(C(F)(F)F)cc(C(F)(F)F)nc2n1	-1	12	0.4	22	4	2	2	0.1	4
COc1ccc(NC(=O)c2oc3ccccc3c2NC(=O)c2cc(OC)c(OC)c(OC)c2)cc1	-1	0	0.7	-6	2	x	x	-0.2	-7
O=C(O)c1cn(Cc2ccccc2)c2ccc(Cl)cc2c1=O	-4	-7	0.3	-11	3	11	x	-0.3	-5
Cc1ccc(S(=O)(=O)N2CCN(C(=O)CSCc3ccc(C(C)C)cc3)CC2)cc1	-5	-5	1.2	-3	11	-32	1	0.4	4
COc1ccc(S(=O)(=O)N2CCN(C(=O)CCc3c[nH]c4ccccc34)CC2)cc1	2	-5	0.9	-2	0	-6	-4	0.8	-5
O=[N+]([O-])c1cc(F)c(N2CCOCC2)cc1N1CCCCC1	-8	-6	0.3	-2	1	4	-1	0.9	-3
Cc1ccc(SCC(=O)OC(C)C(=O)Nc2ccc(S(N)(=O)=O)cc2)cc1C (stereo not drawn)	0	-15	-0.6	-8	7	1	4	10	1
CCCCN(CC)CCCNC(=O)Cn1ncc2c([nH]c3ccc(C)cc32)c1=O	1	3	0.1	-8	-1	x	-1	0.4	18
CSc1nnc(-c2sccc2OCc2ccccc2)n1C	-4	1	-0.3	-2	1	-17	-11	0.8	-2
Cc1ccc2nc(-c3cc(NC(=O)/C=C/c4ccccc4)ccc3Cl)oc2c1	-1	-10	0.3	-1	5	x	-16	1.2	17
COC(=O)/C(C#N)=C/c1c(Oc2cccc(C)c2)nc2ccccn2c1=O	-3	10	-1.0	2	2	-15	-26	-1.0	-8
O=C1CC(c2ccc(F)cc2)CC(O)=C1C1NCCc2ccccc21 (stereo not drawn)	-2	32	0.4	7	10	14	-11	-0.2	1
Cc1nn2c(=O)cc(COC(=O)c3ccccc3NC(=O)c3cccs3)nc2s1	0	10	0.4	-1	0	x	2	2.3	3
COc1ccc(OC)c(N2C(=O)[C@@H]3C(c4ccccc4Cl)=NO[C@@H]3C2=O)c1	-4	-1	-0.2	9	3	-47	0	-0.6	-5
COc1ccc(NC(=O)c2ccc(Oc3ncccn3)cc2)cc1	-1	-6	0.2	1	0	0	17	-0.1	-7
SMILES	D1 potentiator	D1 antag	TRHR agonist	D2 PAM	D1 agonist	D2 antagonist	RXFP1 antagonist	D2 agonist	TRHR enhancer
O=C(CC1Nc2ccccc2NC1=O)NCc1cccnc1 (stereo not drawn)	-8	-4	0.4	0	7	-2	-4	0.3	2
Cc1ccc(-n2nc(C)c(NC(=O)CCl)c2C)cc1C	4	4	-1.3	-12	1	3	x	1.1	10
O=C(Nc1nc2cc3c(cc2s1)OCCO3)c1ccncc1	-5	7	0.2	x	5	x	u	x	1
CCc1ccc(C(=O)c2cn(CC(=O)Nc3cc(OC)ccc3OC)c3nc(C)ccc3c2=O)cc1	-2	-49*	-0.4	1	7	x	1	1.6	4
O=C(/C=C/c1ccccc1)N1CCN(c2ccccn2)CC1	-1	26	-0.6	9	-1	14	0	-0.9	6
CCOC(=O)CC(NS(=O)(=O)c1ccc(OC)c(C)c1)c1cccc([N+](=O)[O-])c1 (stereo not drawn)	3	0	-1.6	-4	1	-10	2	-0.9	0
CC(C)n1c(SCC(=O)NC2CCCCC2)nnc1-c1ccco1	-5	-17	-0.8	4	5	-20	-16	-0.1	9
NC1=NC(c2ccc(Cl)cc2)n2c(nc3ccccc32)N1 (stereo not drawn)	-7	-16	0.4	-13	-3	19	5	0.2	1
COc1ccc(Cn2c(=O)c3oc4ccccc4c3n(Cc3cccc(F)c3)c2=O)cc1	-6	6	-0.2	-4	9	x	5	0.2	0
COC(=O)c1ccc2c(=O)n(CC3CCCO3)c(=S)[nH]c2c1 (stereo not drawn)	0	1	0.1	0	2	6	u	0.2	0
CC(=O)Oc1ccc(/C=N\NC(=O)c2cc3c(ccc4ccccc43)o2)cc1	-3	3	0.1	-1	3	20	-1	1.4	-5
CC(C)(/C=N/O)N(O)C=C1C=CC(=O)C=C1	1	-17	0.7	-5	3	17	-2	-0.1	3
O=c1c2ccccc2nc2sc(Nc3ccc(F)cc3)nn12	-5	x	-0.1	x	0	x	x	x	-1
CC(C)C(NS(=O)(=O)/C=C/c1ccccc1)C(=O)NCc1ccc(F)cc1 (stereo not drawn)	x	-2	-1.7	2	10	6	-26	-0.3	-1
Cc1c(N/C(=N/S(=O)(=O)c2ccccc2)c2ccc(Cl)cc2)c(=O)n(-c2ccccc2)n1C	1	-2	0.1	-7	1	11	x	1.5	-10
COc1ccc(CNC(=O)N2CCN(C(=O)c3ccccc3)CC2)cc1	7	-24	0.0	3	2	1	2	0.7	-3
Cc1ccc(C)c(NC(=O)C2CCCN2C(=O)NC2CCCCC2)c1 (stereo not drawn)	-6	-7	-0.4	-2	-1	-1	-9	0.7	-6
COc1ccc(N2C(=O)CC(SCc3ccc(Cl)cc3)C2=O)cc1 (stereo not drawn)	8	-2	2.8	0	21	8	1	3.0	-4
Cc1ccc(NC(=O)COC(=O)CCNS(=O)(=O)c2ccc(C)c(C)c2)cc1	-1	-10	-1.2	5	5	12	-3	-1.2	-1
Cc1cccc(NC(=O)c2cc(NC(=O)C3CC=CCC3C(=O)O)ccc2N2CCOCC2)c1 (stereo not drawn)	4	7	0.4	-1	-1	4	7	0.2	0
NC(=O)c1ncc(C(F)(F)F)cc1Cl	-3	6	0.6	6	2	-18	8	1.8	2
O=C(OCc1ccc([N+](=O)[O-])cc1)C1CC(=O)N(CCc2ccccc2)C1 (stereo not drawn)	-4	-40*	0.0	-3	7	-2	u	0.5	2
COc1ccc(C)cc1NCC(=O)Nc1ccc(C(C)(C)C)cc1	3	7	1.0	-2	0	-6	-9	1.5	6
CCOc1ccc(OCC)c(NC(=O)C2CCCN(S(=O)(=O)c3cnc[nH]3)C2)c1 (stereo not drawn)	x	6	-0.1	-6	1	x	x	x	-6
COc1cn(-c2ccccc2)nc1C(=O)Nc1ccc(C)cc1Cl	-3	3	0.1	19	3	14	-10	0.3	-25
CCOC(=O)C1(C(=O)OCC)CC1c1ccccc1 (stereo not drawn)	-5	13	0.2	3	0	-22	-3	-1.7	-2
Cc1ccc(NC(=O)CN(c2ccc(C)cc2)S(=O)(=O)c2cccc3nonc23)cc1	3&-6	-10&-1	-0.3&-1.2	7&-3	1&4	-25	-15	0.0&-2.1	5&0
CCOc1ccc(N2CC(NS(=O)(=O)c3cccs3)CC2=O)cc1 (stereo not drawn)	3	-17	0.4	-2	4	2	4	-0.7	-3
CC(C)N(C)C(=O)C(=O)c1cccn1-c1cccc(Cl)c1C#N	-3	-21	0.7	4	1	-2	11	-0.1	-6
CCn1c(=O)cc(OCC(=O)NCCCN2CCN(c3cccc(Cl)c3)CC2)c2ccccc21	-8	-47*	-0.3	-29	3	79*	-13	73*	7

Grouped by structure, those above containing an aryl methoxy group
SMILES	D1 potentiator	D1 antag	TRHR agonist	D2 PAM	D1 agonist	D2 antagonist	RXFP1 antagonist	D2 agonist	TRHR enhancer
COc1ccc(Cl)cc1NC(=S)NC(=O)c1ccco1	-3	22	-0.6	11	3	-11	5	0.8	-2
COc1ccc(NC(=O)c2oc3ccccc3c2NC(=O)c2cc(OC)c(OC)c(OC)c2)cc1	-1	0	0.7	-6	2	x	x	-0.2	-7
COc1ccc(S(=O)(=O)N2CCN(C(=O)CCc3c[nH]c4ccccc34)CC2)cc1	2	-5	0.9	-2	0	-6	-4	0.8	-5
COc1ccc(OC)c(N2C(=O)[C@@H]3C(c4ccccc4Cl)=NO[C@@H]3C2=O)c1	-4	-1	-0.2	9	3	-47	0	-0.6	-5
COc1ccc(NC(=O)c2ccc(Oc3ncccn3)cc2)cc1	-1	-6	0.2	1	0	0	17	-0.1	-7
CCc1ccc(C(=O)c2cn(CC(=O)Nc3cc(OC)ccc3OC)c3nc(C)ccc3c2=O)cc1	-2	-49*	-0.4	1	7	x	1	1.6	4
CCOC(=O)CC(NS(=O)(=O)c1ccc(OC)c(C)c1)c1cccc([N+](=O)[O-])c1 (stereo not drawn)	3	0	-1.6	-4	1	-10	2	-0.9	0
COc1ccc(Cn2c(=O)c3oc4ccccc4c3n(Cc3cccc(F)c3)c2=O)cc1	-6	6	-0.2	-4	9	x	5	0.2	0
COc1ccc(CNC(=O)N2CCN(C(=O)c3ccccc3)CC2)cc1	7	-24	0.0	3	2	1	2	0.7	-3
COc1ccc(N2C(=O)CC(SCc3ccc(Cl)cc3)C2=O)cc1 (stereo not drawn)	8	-2	2.8	0	21	8	1	3.0	-4
COc1ccc(C)cc1NCC(=O)Nc1ccc(C(C)(C)C)cc1	3	7	1.0	-2	0	-6	-9	1.5	6
COc1cn(-c2ccccc2)nc1C(=O)Nc1ccc(C)cc1Cl	-3	3	0.1	19	3	14	-10	0.3	-25
